Compound activity: PubChem BioAssay, National Center for Advancing Translational Sciences (NCATS)
HTT ATP protect = qHTS Multiplex Assay to Identify Dual Action Probes in a Cell Model of Huntington: Cytoprotection (ATP); AID 1471, 2008; PC12 HTT-Q103 induced, cytoprotection, ATP luminescence, 40 h; 230,000 tested, 0.14% active; Potency, µM (highest dose often 56.4 µM), for the others: cytoprotection (ATP increase), usual class: activators;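 note: % of control where 0% means no effect; nearly all actives have a fitted effect of over 45% in size; toxic huntingtin expression switched on by the ecdysone agonist tebufenozide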
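Huntington model: PC12 line, ecdysone-inducible HTTQ103 exon1–GFP, tebufenozide 100 nM. Test articles in a dose series. Endpoint luminescence from cellular ATP.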
GAA spleen mod = qHTS Assay for Inhibitors and Activators of Human alpha-Glucosidase From Spleen Homogenate. Lysosomal alpha-glucosidase (Homo sapiens), P10253. human spleen homogenate, 4-MU-alpha-glucoside fluorescence. Potency, µM (highest dose often 79.9 µM), inactives show at the highest dose activity change, negative = inhibition, actives largely listed as inhibitors. 240,000 tested, 0.006% active. AID 2112, 2009;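 note: 0% = enzyme with vehicle and -100% = no enzyme basal signal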
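Human spleen homogenate (1 ug) with 4-methylumbelliferyl-alpha-D-glucopyranoside (1 mM final) in 50 mM citrate/phosphate pH 5.0, 0.01% Tween-20; 40 min at 37 C. Stopped at pH 10; 4-MU fluorescence Ex 365/Em 440 nm; AC50 by Hill fit.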
HttQ103 aggreg = qHTS Multiplex Assay to Identify Dual Action Probes in a Cell Model of Huntington: Aggregate Formation (GFP). 220,000 tested, 1.1% active. PC12 HttQ103-GFP aggregates, Acumen cytometry, 40 h. Potency, µM (top dose mostly 46.1 µM), without a hit: at the top dose activity change, negative = inhibition, actives largely listed as inhibitors; note: % is set by controls: 0 for no effect and ±100 for the full control effect; nearly all actives have a fitted effect of over 60% in size
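Quantitative HTS on tebufenozide-induced (100 nM) PC12 cells stably expressing polyQ103 Huntingtin exon 1–GFP. Reduction of bright GFP aggregates, detected by laser scanning cytometry after lysis, identified actives across the titration.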
GAA inhib = qHTS Assay for Inhibitors of Human alpha-Glucosidase as a Potential Chaperone Treatment of Pompe Disease. Lysosomal alpha-glucosidase (Homo sapiens), P10253. purified human GAA, 4-MU-alpha-glucoside fluorescence. Potency, µM (doses to about 76.9 µM), without a hit: top-dose activity change, negative = inhibition, actives largely listed as inhibitors. 200,000 tested, 0.005% active;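 note: plate controls were uninhibited enzyme wells for no effect and no-enzyme background for full effect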
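Endpoint fluorogenic read: 20 min room-temperature reaction of 4 nM human alpha-glucosidase with 400 uM 4-methylumbelliferyl-alpha-D-pyranoside, pH 5.0, quenched with 1M NaOH/1M glycine pH 10. AC50 from Hill modeling.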
GAA glycogen = qHTS Assay for Inhibitors and Activators of Human alpha-Glucosidase Cleavage of Glycogen; Lysosomal alpha-glucosidase (Homo sapiens), P10253; recombinant GAA, glycogen substrate, Amplex Red glucose oxidase fluorescence; Potency, µM (series often up to 76.4 µM), for the others: top-dose activity change, negative = inhibition, most hits filed as inhibitors; 300,000 tested, 0.38% active;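 note: 0% = full enzyme reaction and -100% = no-enzyme basal signal; the screen sought inhibitors and activators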
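qHTS, 1536-well; enzyme 4 nM final; cpd up to 77 uM; substrate bovine liver glycogen 30 ug; 50 mM citrate/phosphate pH 5.0, 0.01% Tween-20; 37 C, 40 min; Amplex Red detection 45 min RT; Hill fit → AC50.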
IMPase Li inh = qHTS Assay for Identifying the Cell-Membrane Permeable IMPase Inhibitors: Potentiation with Lithium; CHO-M1 cells, IP1 TR-FRET (IP-One), carbachol + lithium; Potency, µM (doses to about 59.4 µM), for inactives: at the top dose activity, negative = IMPase inhibition, usual class: inhibitors; 210,000 tested, 0.35% active; AID 1457, 2008;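 note: IP1 builds up when IMPase is blocked and the TR-FRET signal falls; plate controls were basal vehicle for no effect and high inhibitor control for full effect; nearly all actives have a fitted effect of over 50% in size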
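Concentration–response in CHO-M1 cells, lithium-potentiated; 30 min at 37C. IP1 detected by competitive TR-FRET after 10 min lysis at RT. Hill-fitted AC50.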
GoLoco inh red = qHTS Assay for Inhibitors of RGS12 GoLoco Motif Activity (Red Fluorophore); 230,000 tested, 0.44% active; Potency, µM (titrated, usually from 61.6 µM), for the others: at the top dose activity, negative = inhibition, usual class: inhibitors; Guanine nucleotide-binding protein G(i) subunit alpha-1 (Homo sapiens), P63096; Gai1:RGS12 GoLoco peptide FP, rhodamine, 10 min; AID 880, 2007; active = well fitted inhibition curve with a large enough effect, not every such curve was filed as active; inactive = no such curve, though single readings can be large or run the other way; note: % is set by controls: 0 for no effect and ±100 for the full control effect; nearly all actives have a fitted effect of over 30% in size; many of its hits are not listed in these tables
Target sequence (P63096 whole entry, looked up): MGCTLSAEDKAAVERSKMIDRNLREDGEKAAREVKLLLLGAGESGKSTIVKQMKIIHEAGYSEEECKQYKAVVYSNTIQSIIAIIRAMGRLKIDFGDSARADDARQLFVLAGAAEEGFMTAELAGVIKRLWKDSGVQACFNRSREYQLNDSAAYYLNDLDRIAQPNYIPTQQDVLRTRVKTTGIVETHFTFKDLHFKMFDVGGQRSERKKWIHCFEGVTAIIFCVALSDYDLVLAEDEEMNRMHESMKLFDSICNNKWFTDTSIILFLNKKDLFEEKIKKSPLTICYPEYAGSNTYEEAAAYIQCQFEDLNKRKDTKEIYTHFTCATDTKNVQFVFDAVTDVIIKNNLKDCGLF
An asterisk follows results filed as active; ? = inconclusive; / = no result given; [ ] = remark or other dose. Unless noted, calls come from the whole dose curve; as a rule, active = well fitted curve in the direction sought with a large enough effect; inconclusive = small, poorly fitted or top-dose-only effect, or another doubt; inactive = no such curve, though single readings can be large; an effect the other way counts as inactive or inconclusive. Potency is the fitted concentration of half-maximal effect. An excerpt; rates above refer to the full screens.

SMILES	HTT ATP protect	GAA spleen mod	HttQ103 aggreg	GAA inhib	GAA glycogen	IMPase Li inh	GoLoco inh red
CC1(C)NC(=O)N(CC(=O)OCC(=O)Nc2cc(S(=O)(=O)N3CCCCCC3)ccc2Cl)C1=O	-21%[10 µM]	6%	-7%	7%	-3%	-1%	-9%
O=C(CCCO)CCCCCCCCC[C@H]1N[C@H](CO)[C@@H](O)[C@@H]1O	/	?	-15%	?	?	3%	5%
Cc1ccc(NC(=O)CSCC(=O)N2c3ccccc3CCc3ccccc32)cc1	-33%	1%	10%	-3%	3%	23%[38.3 µM]	3%
CCN(Cc1ccccc1)C(=O)COC(=O)Cn1cnc2ccccc21	-22%	-12%	4%	-1%	5%	7%	-2%
CCOP(=O)(OCC)C(NC(=O)Nc1ccc(Cl)cc1)C(N)=O (centres undefined)	7%[10 µM]	-3%	-7%	1%	-11%	0%	-3%
CS(=O)(=O)N1CCN(c2ccc(NC(=O)c3ccc(-c4ccc(Cl)cc4)o3)cc2)CC1	-48%[inhibitor]	8%	19%[9.22 µM]	6%	1%	30%[activator][38.3 µM]	14%
CCC(CC)C(=O)NCc1ccc2c(c1)cc(C)n2C	-21%	-1%	-10%	3%	-10%	-7%[38.3 µM]	0%
COc1cc(C)c(Cl)cc1S(=O)(=O)NCc1ccncc1	-1%	-6%	?	-18%	2%	21%[38.3 µM]	4%
CN(CCn1ccnc1)Cc1cn(Cc2ccccc2)nc1-c1ccc2c(c1)OCO2	24%[10 µM]	1%	-4%[9.22 µM]	/	6%	/	-3%
O=C(COC(=O)CNC(=O)c1ccco1)Nc1ccccc1OC(F)F	-5%[10 µM]	0%	15%	2%	-8%	-1%	-3%
CCCC(=O)NNC(=O)c1ccoc1C	/	5%	7%	0%	0%	-5%	-4%
Cc1oc(-c2cccs2)nc1CS(=O)CC(=O)NCCCOC(C)C (centres undefined)	7%	-9%	-5%	6%	6%	-8%[38.3 µM]	7%
Cc1c(CCOC(=O)C23CC4CC(CC(C)(C4)C2)C3)sc[n+]1CC(=O)c1ccccc1	1%[10 µM]	-10%	13%[9.22 µM]	-6%	7%	26%	21%
CC(C)c1ccc(C2NC(C(=O)O)CS2)cc1 (centres undefined)	-4%	-4%	0%	0%	11%	21%[38.3 µM]	-14%
O=C(COc1ccc2ccccc2c1)NCCNC(=O)COc1ccc2ccccc2c1	2%[10 µM]	-4%	?	-8%	5%	13µM*	12%
O=[N+]([O-])c1ncn(Cc2c(Cl)cccc2Cl)n1	-4%[10 µM]	3%	?	-4%	5%	0%	-10%
Cc1cc(C)cc(OC(=O)C23CCC(C)(C(=O)O2)C3(C)C)c1 (centres undefined)	7%[10 µM]	-17%	?	2%	-20%	1%	12%
Cc1cc2c(c(=O)n1CC1CCCO1)C(c1ccc3c(c1)OCO3)C(C#N)=C(N)O2 (centres undefined)	-27%	-21%	17%	-9%[15.4 µM]	-7%	-8%[38.3 µM]	14%
COc1ccc(C(C)(C)C)cc1NC(=O)Nc1ccc2c(c1)OCO2	12%[10 µM]	-6%	18µM*	-3%	-8%	11%	-6%
COC(=O)C1C(=O)CC(C)(O)C(C(=O)OC)C1c1ccccc1F (centres undefined)	7%[10 µM]	-1%	-10%	7%	6%	2%[38.3 µM]	-7%
Cc1cccc(OCc2nnc(SCC(=O)OC3CCCCC3)o2)c1	14%	-1%	5%	-9%	-6%	11%[38.3 µM]	4%
CCC(=O)OCCn1c(=O)c2ccccc2c2ccccc2c1=O	-15%	/	-13%	-1%	5%	-4%	2%
O=C(Nc1ccc2[nH]c(=O)[nH]c2c1)c1ccc(Cl)c(Cl)c1	/	-1%	27%	4%	-1%	1%	-2%
CCOC(=O)C1=C(C)OC(N)=C(C#N)C1c1ccc(OC)c(C)c1OC (centres undefined)	6%	0%	15%	7%	-13%	0%[38.3 µM]	16%
CC(=O)Nc1nnc(SCC(=O)N2CCN(Cc3ccccc3)CC2)s1	-7%[10 µM]	-7%	10%	-10%	-3%	-3%	1%
CC1(C)CC(=O)c2cc(OCC(=O)NCCN3CCCc4ccccc43)ccc2O1	-3%	1%	21%	-3%	12%	7%[38.3 µM]	5%
CC1(C)Cc2ccccc2C(NN=C2CCCC2)=N1	5%[10 µM]	-5%	3%[9.22 µM]	-10%	?	13%	24%
CCCC(=O)N1CCN(C2=NS(=O)(=O)c3ccccc32)CC1	-6%	-2%	7%	2%	8%	-1%[38.3 µM]	9%
CCC1=Nc2cc(C(=O)NCC3CCCO3)ccc2Sc2ccc(Cl)cc21 (centres undefined)	-50%[inhibitor][10 µM]	8%	-16%[9.22 µM]	/	-4%	/	-3%
CCOc1nc2ccccc2nc1C	14%	-2%	10%	2%	6%	0%[38.3 µM]	-1%

An excerpt of these results, comma-delimited.
Compound,HTT ATP protect,GAA spleen mod,HttQ103 aggreg,GAA inhib,GAA glycogen,IMPase Li inh,GoLoco inh red
COC(=O)C1C(=O)CC(C)(O)C(C(=O)OC)C1c1ccccc1F (centres undefined),7%[10 µM],-1%,-10%,7%,6%,2%[38.3 µM],-7%
Cc1cccc(OCc2nnc(SCC(=O)OC3CCCCC3)o2)c1,14%,-1%,5%,-9%,-6%,11%[38.3 µM],4%
CCC(=O)OCCn1c(=O)c2ccccc2c2ccccc2c1=O,-15%,/,-13%,-1%,5%,-4%,2%
O=C(Nc1ccc2[nH]c(=O)[nH]c2c1)c1ccc(Cl)c(Cl)c1,/,-1%,27%,4%,-1%,1%,-2%
CCOC(=O)C1=C(C)OC(N)=C(C#N)C1c1ccc(OC)c(C)c1OC (centres undefined),6%,0%,15%,7%,-13%,0%[38.3 µM],16%
CC(=O)Nc1nnc(SCC(=O)N2CCN(Cc3ccccc3)CC2)s1,-7%[10 µM],-7%,10%,-10%,-3%,-3%,1%

The listing continues:
SMILES	HTT ATP protect	GAA spleen mod	HttQ103 aggreg	GAA inhib	GAA glycogen	IMPase Li inh	GoLoco inh red
O=C(NC1CC1)c1ccc(C2SCC(=O)N2Cc2ccccc2)cc1 (centres undefined)	?	-1%	?	4%	?	13%	2%
O=C(Nc1ccc2c(c1)CCC2)C1CCCO1 (centres undefined)	-4%[0.074 µM]	-7%	-14%	1%	1%	-4%	4%
CC(=O)N1CCC(N(CCN2CCOCC2)C(=S)Nc2cccc(C)c2C)CC1	-9%[10 µM]	-6%	3%	2%	15%	7%	4%
COc1ccc([N+](=O)[O-])cc1N(CC(=O)NCCSc1ccc(C)cc1)S(C)(=O)=O	11%[10 µM]	0%	-21%[9.22 µM]	-4%	-12%	11%	-2%
COc1ccc(OC)c(NC(=O)CCn2cccc2)c1	3%	-1%	13%	0%	2%	-8%[38.3 µM]	10%
NC1CCN(O)C1=O (centres undefined)	/	-4%	/	/	/	10%	8%
Cc1ccc(NC(=O)Nc2ccccc2)cc1[N+](=O)[O-]	-16%[10 µM]	-7%	4%	2%	4%	4%	5%
CCOC(=O)C1CCCN(C(=O)c2cc3cc(Br)ccc3oc2=O)C1 (centres undefined)	-24%	/	-9%	-2%	10%	23%	9%
O=C(OCCNc1ccc(C(F)(F)F)cc1[N+](=O)[O-])c1cc2ccccc2oc1=O	2%[10 µM]	-8%	3%[9.22 µM]	/	4%	/	17%
CC(C)CC(=O)NC(=S)Nc1ccccc1C(=O)Nc1ccccc1	4%	-7%	-6%	2%	-3%	25%[38.3 µM]	5%
Cc1cccc(C)c1Nc1nnc(SCC(=O)NCc2ccco2)s1	-32%	-1%	-2%	-9%	-2%	5%[38.3 µM]	-4%
COc1ccc2[nH]cc(C(=O)N3CCCCC3)c(=O)c2c1	-8%[10 µM]	-6%	29%	1%	-8%	-1%[38.3 µM]	2%
CN(C1=NC(=O)C(CC(=O)O)S1)c1ccc(O)cc1 (centres undefined)	-15%	-3%	11%	7%	12%	-7%	12%
Cc1csc(Sc2ccc(C(=O)OCC(=O)Nc3ccc(F)cc3[N+](=O)[O-])cc2[N+](=O)[O-])n1	-9%[10 µM]	-14%	-16%	2%	11%	-2%	5%
COc1cccc(N(CC(=O)Nc2ccc3c(c2)OCO3)S(=O)(=O)c2ccccc2)c1	-13%	-4%	-30%	-5%	-8%	18%[38.3 µM]	12%
CC(=O)Nc1ccc(S(=O)(=O)Nc2cc(C)ccn2)cc1	-31%[inhibitor]	6%	17%	-1%	6%	5%	-4%
COc1cccc(C(C(=O)NC(C)(C)C)N(C(=O)CCC(=O)Nc2cc(C)on2)C2CC2)c1OC (centres undefined)	-9%[10 µM]	0%	-10%	-13%	1%	5%[38.3 µM]	-5%
O=C(COc1ccc([N+](=O)[O-])cc1)Nc1ccc2c(c1)OCO2	-43%	1%	-12%	-6%	1%	-3%	-3%
CC(=O)Nc1ccc2nc(NC(=O)c3cccs3)sc2c1	-32%[10 µM]	-2%	-27%[9.22 µM]	/	1%	/	9%
CC1CC(C)(C)NC(=S)N1CC(=O)NCc1ccc(F)cc1 (centres undefined)	-23%	5%	-5%	6%	-9%	0%	2%
NNc1nc2ccccc2nc1C(F)(F)F	-40%	-11%	2%	8%	5%	-3%	9%
Cn1c(=N)n(CC(O)c2cccc3ccccc23)c2ccccc21 (centres undefined)	-24%	-1%	-19%	-14%[15.4 µM]	-4%	17%[38.3 µM]	6%
O=C(N/N=C/c1ccc(Cl)cc1)C1CC12CCC2 (centres undefined)	-31%[inhibitor]	-4%	?	-1%	-5%	2%	-17%
CCOC(=O)c1ccc(NC(=O)CN(c2ccc(C)cc2)S(=O)(=O)c2c(C)nn(C)c2C)cc1	-20%	-6%	-11%	-5%	-12%	45%[activator][38.3 µM]	5%
COc1ccc(C(c2sc3nc(C)nn3c2O)N2CCc3ccccc3C2)cc1 (centres undefined)	13%[10 µM]	0%	-9%	-1%	2%	19%[38.3 µM]	0%
CSc1ncccc1-c1nc2ccccc2[nH]1	-11%	0%	-13%	-11%	0%	15%[38.3 µM]	2%
